Assay outcomes: PubChem BioAssay, The Scripps Research Institute Molecular Screening Center
DDE Tn6 FP inh: inhibitors of Tn6 peptide binding to human fibrin DD(E); hit rate 0.21% among 370,000; P02675; Fibrin DD(E) TRITC-Tn6 fluorescence polarization displacement; inhibition, % at 8.3 µM;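 active means inhibition above a per-campaign cutoff: mean of compounds within control limits plus 3 SD, cut at about 15% in these data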;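 further: 0% = median of all compound wells on the plate and 100% = blocking peptide control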
DDE Tn7 FP inh: disrupts Tn7 cyclic peptide binding to fibrin D-Dimer-E complex; inhibition, % at 8.3 µM; hit rate 0.13% among 370,000; P02675; FP displacement of FITC-Tn7 peptide from fibrin DD(E); 0% = median of compound wells per plate;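 active means inhibition above the mean of compounds falling within the control limits plus 3 SD of them, cut at about 14% in these data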;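 further: 0% = plate median of compound wells and 100% = 10 µM Aha-Tn7 peptide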
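Also added: labelled Tn7 tracer, 0.1 µM; Assay system: human fibrin DD(E) protein; Amount: 2 µM fibrin DD(E); Schedule: 10 min compound pre-incubation, 3 h probe incubation at room temperature; Repeats: one replicate per compound; Read-out basis: percent inhibition; Measured by: fluorescence polarization of the labelled Tn7 tracer.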
ADAM10 inh: inhibitors of human ADAM10; hit rate 0.62% among 370,000; recombinant ADAM10, EDANS/DABCYL FRET peptide cleavage, 3 h; inhibition, % at 7 µM; AID 720582;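 active means inhibition above a per-campaign cutoff equal to the mean of compounds falling between control-based bounds plus 3 SD, cut at about 20% in these data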;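 further: 0% = DMSO wells while the 100% control is not disclosed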
ARFGAP1 inh: rat ARFGAP1 inhibition. inhibition, % at 16.5 µM. Arfgap1-stimulated ARF1 GTP hydrolysis, GDP FP detection. Q62848. hit rate 0.26% among 360,000;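 active means inhibition above a per-plate limit, mean inhibition of low control wells plus 3 SD, cut at about 25% in these data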;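 further: 0% = DMSO wells with enzyme and 100% = wells lacking Arfgap1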
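Repeats: one replicate per compound; assay system: rat Arfgap1 catalytic domain, aa 1-136; times: enzyme reaction 120 min at 25 °C after 20 min preincubation; detection: FP of antibody-bound GDP Alexa 633 tracer, ex 620/em 688 nm; benchmarks: high control wells lacking Arfgap1, low control full reaction with DMSO; reagent: human ARF1(Δ1-17)-GTP substrate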
ADAM17 inh: inhibits human ADAM17; P78536; recombinant ADAM17, EDANS/DABCYL FRET peptide cleavage; inhibition, % at 6.95 µM; hit rate 0.83% among 370,000;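 active means inhibition above the mean of compounds lying between control limits plus 3 SD, set per campaign, cut at about 8.5% in these data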;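 further: 0% = DMSO-only wells as the low control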
ASAP1 inh: ASAP1 ArfGAP inhibition; hit rate 0.19% among 360,000; inhibition, % at 16.5 µM; ASAP1-stimulated ARF1 GTP hydrolysis, GDP FP detection; in the data active means inhibition above about 25%;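 further: 0% = vehicle with enzyme and substrate and 100% = no enzyme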
PLCb3 inh: inhibitors of human phospholipase C beta3; inhibition, % at 12.2 µM; Purified PLC-beta3, fluorogenic substrate, fluorescence; Q01970; hit rate 0.18% among 370,000; in the data active means inhibition above about 11%;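 further: 0% = median of compound wells on plate and 100% = full blocker control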
Target sequence (Q01970 whole entry, looked up): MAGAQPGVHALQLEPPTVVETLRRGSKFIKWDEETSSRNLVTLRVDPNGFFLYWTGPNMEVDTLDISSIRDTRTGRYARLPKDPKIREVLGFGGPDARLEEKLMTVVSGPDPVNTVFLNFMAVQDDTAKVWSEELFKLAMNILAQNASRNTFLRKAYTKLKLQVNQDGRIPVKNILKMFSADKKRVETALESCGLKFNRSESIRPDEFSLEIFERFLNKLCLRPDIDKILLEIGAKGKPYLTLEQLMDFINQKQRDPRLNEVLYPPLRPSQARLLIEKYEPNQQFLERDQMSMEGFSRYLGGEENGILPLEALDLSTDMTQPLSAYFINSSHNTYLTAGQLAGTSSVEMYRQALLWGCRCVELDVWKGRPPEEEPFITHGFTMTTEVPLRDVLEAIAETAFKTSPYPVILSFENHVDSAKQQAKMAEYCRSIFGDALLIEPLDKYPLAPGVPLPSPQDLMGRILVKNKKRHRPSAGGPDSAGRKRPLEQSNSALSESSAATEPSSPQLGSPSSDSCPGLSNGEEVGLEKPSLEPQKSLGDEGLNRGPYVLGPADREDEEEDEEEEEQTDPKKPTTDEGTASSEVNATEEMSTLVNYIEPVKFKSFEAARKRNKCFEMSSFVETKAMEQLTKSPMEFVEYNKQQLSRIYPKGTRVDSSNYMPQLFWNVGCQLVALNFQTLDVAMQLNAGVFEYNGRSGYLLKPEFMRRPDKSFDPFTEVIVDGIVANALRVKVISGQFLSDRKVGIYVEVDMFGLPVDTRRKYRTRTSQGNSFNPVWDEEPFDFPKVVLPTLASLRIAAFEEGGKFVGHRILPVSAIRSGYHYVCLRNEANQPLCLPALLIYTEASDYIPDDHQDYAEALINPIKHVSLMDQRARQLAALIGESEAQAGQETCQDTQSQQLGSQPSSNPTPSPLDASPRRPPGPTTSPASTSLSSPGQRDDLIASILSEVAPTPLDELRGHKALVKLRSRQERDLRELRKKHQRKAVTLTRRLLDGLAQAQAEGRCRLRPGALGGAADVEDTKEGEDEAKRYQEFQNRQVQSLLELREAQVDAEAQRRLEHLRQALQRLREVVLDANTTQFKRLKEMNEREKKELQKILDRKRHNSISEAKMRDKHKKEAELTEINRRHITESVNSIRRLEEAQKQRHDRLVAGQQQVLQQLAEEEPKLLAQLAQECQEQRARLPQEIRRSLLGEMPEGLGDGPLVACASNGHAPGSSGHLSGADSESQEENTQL
PLC-gamma1 inh: inhibitors of human phospholipase C gamma1; P19174; purified PLC-gamma1, fluorogenic substrate, fluorescence; inhibition, % at 12.2 µM; hit rate 0.84% among 370,000; AID 720700; in the data active means inhibition above about 9.5%
TDP2 inh: TDP2 (human) inhibition, absorbance primary screen | inhibition, % at 12.8 µM | recombinant TDP2, T5PNP hydrolysis, p-nitrophenol absorbance 415 nm | hit rate 0.34% among 370,000 | O95551;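 active means inhibition above the mean of all tested compounds plus 3 SD, set per campaign, cut at about 25% in these data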;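 further: 0% = DMSO with enzyme and 100% = buffer with substrate but no TDP2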
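Assay system: Recombinant human TDP2 | Quantity: 120 nM TDP2 per well | Incubation: 2 h at 37 °C | Signal: Epi absorbance | Evaluation: Percent inhibition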
SIAE inh: inhibitors of human sialic acid acetylesterase SIAE; hit rate 0.69% among 370,000; Q9HAT2; inhibition, % at 9.66 µM; SIAE FP-Rh probe binding, fluorescence polarization;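 active means inhibition above a cutoff: mean of compounds within the control limits plus 3 SD of those, cut at about 17% in these data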;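 further: 0% = plate median of compound wells and 100% = probe without SIAE protein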
The depositor's hits bear a star; i = inactive; · = no result given. Compounds were not picked by outcome; any-hit rate near 3.6%.

SMILES	DDE Tn6 FP inh	DDE Tn7 FP inh	ADAM10 inh	ARFGAP1 inh	ADAM17 inh	ASAP1 inh	PLCb3 inh	PLC-gamma1 inh	TDP2 inh	SIAE inh
COc1cc(NC(=O)C2CC(=O)NC3=C2C(=O)CCC3)cc(OC)c1 (stereo not drawn)	1.3	-2.1	-11.4	-4.4	0.5	-11.0	0.8	1.2	-0.3	4.2
CCN(CC)C(=O)/C(=C\c1cccc([N+](=O)[O-])c1)NC(=O)c1ccco1	6.0	3.8	1.9	3.0	-0.2	6.2	1.9	5.6	-4.9	-11.4
C=C1CCN([C@@H](CC(C)C)C(=O)NCCC(C)C)S(=O)(=O)c2ccccc21	1.2	1.1	12.0	-0.2	3.1	4.8	-0.8	4.7	-8.4	3.4
CCCCCCOc1ccc(C(=O)O)cc1	6.7	2.7	-3.1	-12.3	-0.5	-1.9	-7.4	0.1	0.1	-4.8
O=C(c1ccc(Cl)c([N+](=O)[O-])c1)N(Cc1ccco1)C1CCS(=O)(=O)C1 (stereo not drawn)	4.3	-2.8	-0.5	1.2	-0.1	-6.0	-6.3	1.6	-12.8	-7.3
COc1cc(/C=N/NC(=O)c2nnn(-c3nonc3N)c2C(C)C)ccc1OCc1ccccc1	-4.7	-7.4	-0.7	7.7	-2.1	-3.4	-6.0	-0.1	10.8	1.2
C[C@H](CO)NC(=O)c1nc[nH]c1C(=O)N[C@@H](C)c1ccccc1	7.8	-5.5	-10.9	3.8	-3.6	5.7	4.2	4.4	3.2	-3.6
COc1ccc(-n2nc(C(=O)NCC(=O)N3CCN(c4ccccn4)CC3)c3ccccc3c2=O)cc1Cl	6.9	-0.4	3.2	-0.1	-1.9	-6.0	-6.1	-2.7	0.1	-11.4
O=C(CNC(=O)C1COc2ccccc2O1)N/N=C\c1ccc(Br)cc1 (stereo not drawn)	2.0	5.4	15.0	-16.3	1.2	-10.1	-13.2	-123.1	-3.4	-5.1
COC(=O)C1=C(O)/C(=C\c2ccc(O)c(OC)c2)N=C1C	-11.8	-2.1	0.3	-0.7	-1.1	3.4	-12.9	-8.3	-6.6	8.9
CC(N=C1NS(=O)(=O)c2ccccc21)C(=O)N1CCc2ccccc2C1 (stereo not drawn)	-4.0	2.0	-4.1	-9.2	-5.1	4.9	-7.0	4.4	-2.3	7.1
CCC(C)(C)NC(=O)Cc1ccc(OC)c(OC)c1	1.6	-6.7	2.5	8.2	-1.4	7.7	-2.0	-3.7	1.6	-2.4
COC(=O)[C@]1(C)N[C@H](CN(C)S(=O)(=O)c2ccccc2)[C@@H]2C(=O)N(C)C(=O)[C@@H]21	11.7	0.7	-15.5	2.6	-4.2	-10.3	0.6	-1.2	-1.9	-1.2
COc1ccc(CNC(=O)C2Cc3ccccc3CN2C(=O)c2ccco2)cc1 (stereo not drawn)	-9.6	-0.3	2.9	8.0	0.6	12.5	4.5	-2.9	-1.2	-1.2
O=C(Nc1ccc(Br)cc1F)c1nc[nH]c1C(=O)N1CCc2ccccc2C1	4.7	7.0	-4.3	8.8	-1.7	-9.1	0.1	0.2	-1.4	-6.4
COc1ccc(-c2cc3nc4c(c(=O)n3[nH]2)CCC4)cc1	-6.6	-6.5	-68.0	7.7	-19.8	-2.5	-19.7	-17.9	-11.0	-6.8
O=C(/C=C/c1cccc([N+](=O)[O-])c1)NCCSCc1ccccc1Cl	-5.8	-13.5	19.1	12.5	8.9*	-3.2	7.0	3.5	-17.1	-4.8
CC1CC(C)CN(C(=O)COC(=O)CCC(=O)c2cccs2)C1 (stereo not drawn)	-4.4	8.1	-13.4	3.9	-6.8	-3.1	1.4	-1.5	3.8	-4.1
Cc1ccc(N2CCN(C(=O)CCc3nc4ccccc4[nH]3)CC2)c(C)c1	-1.4	-1.3	2.6	-3.0	-2.5	-0.7	1.7	1.7	-1.9	-0.3
COc1ccc(CCNC(=O)C23CN(Cc4ccccc4)CC2C(c2cccc([N+](=O)[O-])c2)=NO3)cc1 (stereo not drawn)	7.2	-1.1	5.9	3.4	0.4	11.6	2.8	-1.5	9.6	1.9
S=c1[nH]nc(CSCc2ccccc2Cl)n1C1CCCCC1	-4.0	-2.9	16.2	-0.1	6.3	-8.0	-9.8	0.7	-11.2	2.2
CC1(C)NC(=O)N(CC(O)CN2CCCCC2)C1=O (stereo not drawn)	-5.5	1.1	-3.0	3.0	-7.2	-7.5	2.6	-0.6	-12.3	-9.4
CC(C)(C)n1nnnc1SCC(=O)Nc1nn(-c2ccccc2)nc1C(N)=O	-3.8	1.4	-24.5	4.2	-11.7	-9.4	-8.1	-4.6	3.0	-2.9
Cc1cc(NS(=O)(=O)Cc2ccccc2)cc(C)c1OCC(=O)N1CCOCC1	-1.6	3.2	-1.3	-10.4	-2.7	-1.8	2.4	-1.4	-7.3	0.1
CN1CCN(c2ccccc2/C=N/NC(=O)c2cccnc2)CC1	0.7	2.8	-7.5	8.0	-2.2	-4.5	-40.3	-25.9	-2.1	-4.6
CC1CCCN(Cc2nc3c(c(=O)n(C)c(=O)n3C)n2CC(=O)c2ccccc2)C1 (stereo not drawn)	5.4	5.7	-12.7	3.0	-5.3	-12.7	-2.7	-0.4	-9.3	7.4
O=C(Nc1c(C(=O)N2CCCC2)cnn1-c1ccccc1)c1cccc(F)c1	-1.8	-4.8	-3.4	-1.7	0.6	-5.5	-0.1	2.2	4.1	7.4
COc1ccc(-c2nc3ccc([N+](=O)[O-])cc3o2)cc1	5.2	3.1	-4.1	-7.3	-0.3	-2.4	-0.8	-2.7	3.9	-1.1
COc1cc2cnc(-c3ccccc3)c(-c3cccc(C(F)(F)F)c3)c2cc1OC	-2.0	-3.0	-0.9	9.9	0.9	-2.8	-4.0	-3.0	9.8	-3.3
COc1cc(OC)c(NC(=O)C2CCN(S(=O)(=O)c3ccc4c(c3)CC(C)N4C(C)=O)CC2)cc1Cl (stereo not drawn)	3.9	3.0	4.5	5.5	-1.0	-14.0	5.6	-0.3	4.3	-1.2
CCOC(=O)CSc1nc(N)cc(=O)[nH]1	5.9	5.1	1.9	0.1	-4.9	-2.2	1.3	1.2	0.2	3.8
O=C(NCCc1ccc2c(c1)OCCO2)c1ccc([N+](=O)[O-])cc1Cl	-3.0	-1.4	2.5	7.3	-0.1	-8.8	-2.9	1.1	-3.4	5.5
O=C(OCc1c(F)cccc1Cl)c1cnc(Cl)c(Cl)c1	-0.2	-10.3	3.3	7.2	0.7	0.2	-1.3	2.7	-0.6	1.8
CC1CCN(C(=S)NC(=O)C2CCCCC2)CC1	-5.4	-1.6	4.3	11.2	-5.6	10.4	-1.1	-0.3	4.5	-5.1
COc1ccccc1N1CCN(C(=O)C2CCN(S(=O)(=O)c3ccc4c(c3)CC(C)N4C(C)=O)CC2)CC1 (stereo not drawn)	11.5	0.7	-6.8	3.5	5.0	2.2	-4.4	-2.3	1.4	2.1
CCN(C(=O)CSc1nnc(-c2ccc(F)cc2)n1C)C1CCS(=O)(=O)C1 (stereo not drawn)	10.1	-4.0	5.9	-1.1	-0.6	-13.8	1.5	-0.6	-1.4	2.6
C=CCNc1oc(-c2ccc(OCC)cc2)nc1C#N	-1.8	1.9	i	6.0	-157.1	-13.5	-173.6	-165.3	8.5	3.1
CCc1ccc2[nH]c(C)c(CN3CCCCCC3)c(=O)c2c1	-3.7	4.7	-4.6	0.1	-5.2	-5.7	1.9	0.1	-3.3	3.1
CC(=C\C=O)/C(C)=C/CC[C@@H]1O[C@@H]2C[C@@H]3O[C@](C)(C[C@H]4C[C@H](O)[C@@H]5O[C@@H]6C[C@H](O)[C@@H](C)O[C@@]6(C)CC[C@H]5O4)[C@@H](O)CC[C@@]3(C)O[C@H]2[C@@H](O)[C@@H]1C	-2.1	-0.9	-6.6	·	-8.3	·	0.3	3.4	-1.4	-0.8
O=C(Oc1ccc2ccccc2c1Cl)N1CCCC1	1.4	4.5	4.8	-20.7	-1.2	-13.8	1.1	-1.9	-9.5	-2.0

ADAM17 inh: entries above that show a hit
SMILES	DDE Tn6 FP inh	DDE Tn7 FP inh	ADAM10 inh	ARFGAP1 inh	ADAM17 inh	ASAP1 inh	PLCb3 inh	PLC-gamma1 inh	TDP2 inh	SIAE inh
O=C(/C=C/c1cccc([N+](=O)[O-])c1)NCCSCc1ccccc1Cl	-5.8	-13.5	19.1	12.5	8.9*	-3.2	7.0	3.5	-17.1	-4.8

More entries
SMILES	DDE Tn6 FP inh	DDE Tn7 FP inh	ADAM10 inh	ARFGAP1 inh	ADAM17 inh	ASAP1 inh	PLCb3 inh	PLC-gamma1 inh	TDP2 inh	SIAE inh
Nc1cc(N)nc(SCC(=O)Nc2ccc(Br)cc2Cl)n1	-2.1	0.6	5.8	2.1	1.0	-11.7	3.1	0.1	2.4	5.8
CCc1ccc2oc(C(=O)Nc3ccc(S(N)(=O)=O)cc3)c(C)c2c1	-5.6	-0.9	5.0	0.6	-0.1	-15.8	-2.9	-1.7	10.4	3.8
CC(C)CC1c2[nH]c3ccccc3c2CCN1CCCn1cccn1 (stereo not drawn)	7.2	1.0	-39.7	-2.8	-12.7	-12.7	-87.4	-74.0	10.0	1.8
CC(C)(C)c1cc(CNC(=O)C2CCC(=O)N(Cc3ccccc3F)C2)[nH]n1 (stereo not drawn)	6.0	8.9	-3.1	1.0	-0.2	-0.4	-0.2	-0.7	-3.9	7.1
C[C@H]1NC(=O)[C@@]2(C)[C@@H](c3ccccc3)[C@H]3COc4ccccc4[C@H]3N2C1=O	-5.2	3.4	-6.2	-5.3	-3.2	1.6	0.7	-4.1	-9.3	3.3
Cc1cccc(-n2cnc(C(=O)O)c2)n1	-2.6	-2.1	2.4	12.0	0.0	-17.9	1.6	1.7	-11.5	6.5

Some of these compounds in order of heavy-atom count, largest number first:
SMILES	DDE Tn6 FP inh	DDE Tn7 FP inh	ADAM10 inh	ARFGAP1 inh	ADAM17 inh	ASAP1 inh	PLCb3 inh	PLC-gamma1 inh	TDP2 inh	SIAE inh
CC(C)(C)c1cc(CNC(=O)C2CCC(=O)N(Cc3ccccc3F)C2)[nH]n1 (stereo not drawn)	6.0	8.9	-3.1	1.0	-0.2	-0.4	-0.2	-0.7	-3.9	7.1
C[C@H]1NC(=O)[C@@]2(C)[C@@H](c3ccccc3)[C@H]3COc4ccccc4[C@H]3N2C1=O	-5.2	3.4	-6.2	-5.3	-3.2	1.6	0.7	-4.1	-9.3	3.3
CCc1ccc2oc(C(=O)Nc3ccc(S(N)(=O)=O)cc3)c(C)c2c1	-5.6	-0.9	5.0	0.6	-0.1	-15.8	-2.9	-1.7	10.4	3.8
Cc1cccc(-n2cnc(C(=O)O)c2)n1	-2.6	-2.1	2.4	12.0	0.0	-17.9	1.6	1.7	-11.5	6.5
